Compound activity: PubChem, several laboratories
Granule exo inh = LAMP-1 surface exposure blockers, TALL-104 cells – cell-based, flow cytometry, MLPCN library, primary screen; inhibition, % at 10 µM; AID 651702, 2012; TALL-104 LAMP-1 surface exposure; cells stimulated with thapsigargin and PMA; 0.66% of 360,000 active;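 active means inhibition above about 55%, limit read from the data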
CaV13 ICDI inh = Disruptors of the CACNA1D IQ motif to Ca2+-dependent inactivation inhibitor domain association, primary screening, Förster resonance energy transfer in intact living … | HEK cells, CFP/YFP FRET ICDI-IQ, plate reader, 10 min; percent FRET-ratio fall versus neutral wells | inhibition, % at 12.3 µM | 0.098% of 340,000 active;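 active means mean replicate inhibition of at least 30% and at least 1% of replicates passing that level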;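 further: 0% = median of the neutral control wells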
MC4R antagonist = MC4R antagonists of cAMP signaling, primary screen, cell-based, TR-FRET, antagonist arm of biased-ligand search | Melanocortin receptor 4 (Homo sapiens), P32245 | MC4R-expressing cells, MTII-stimulated cAMP, LANCE TR-FRET | inhibition, % at 6.5 µM | 0.48% of 360,000 active | AID 540295, 2011;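 active means inhibition above its plate's cutoff, the mean of tested wells on that plate plus 3 SD, cut at about 29% in these data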;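 further: 0% = Melanotan II alone and 100% = Melanotan II plus saturating MCL0020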
Target sequence (P32245 whole entry, looked up): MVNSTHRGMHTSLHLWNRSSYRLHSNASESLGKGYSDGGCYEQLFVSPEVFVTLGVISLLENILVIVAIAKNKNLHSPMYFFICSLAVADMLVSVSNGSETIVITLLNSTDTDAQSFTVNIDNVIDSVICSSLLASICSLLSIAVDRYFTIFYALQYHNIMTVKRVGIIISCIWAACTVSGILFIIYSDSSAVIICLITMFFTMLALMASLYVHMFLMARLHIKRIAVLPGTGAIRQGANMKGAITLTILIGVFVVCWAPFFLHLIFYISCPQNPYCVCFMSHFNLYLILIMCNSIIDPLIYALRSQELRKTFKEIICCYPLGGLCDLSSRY
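system = U2OS cells with stable human MC4R expression | also added = Melanotan II challenge after compound preincubation | dosing = one concentration, 6.5 µM nominal | incubation = compound 30 min, challenge 1 h, detection 1 h | measured by = TR-FRET with Eu-cAMP and labeled anti-cAMP, 671 nm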
m5-HT2A agonist = mouse Htr2a agonists via beta-arrestin recruitment, primary screen, cell-based, luminescence; 0.66% of 360,000 active; 5-hydroxytryptamine receptor 2A (Mus musculus), P35363; CHO-K1 mHTR2A beta-arrestin complementation; percent of 30 µM serotonin response; AID 624169, 2012; activation, % at 7.6 µM;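 active means activation above a run cutoff, the mean activation of all tested compounds plus 3 SD, cut at about 14% in these data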;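 further: 0% = plate median of compound wells and 100% = 30 µM serotonin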
Target sequence (P35363 whole entry, looked up): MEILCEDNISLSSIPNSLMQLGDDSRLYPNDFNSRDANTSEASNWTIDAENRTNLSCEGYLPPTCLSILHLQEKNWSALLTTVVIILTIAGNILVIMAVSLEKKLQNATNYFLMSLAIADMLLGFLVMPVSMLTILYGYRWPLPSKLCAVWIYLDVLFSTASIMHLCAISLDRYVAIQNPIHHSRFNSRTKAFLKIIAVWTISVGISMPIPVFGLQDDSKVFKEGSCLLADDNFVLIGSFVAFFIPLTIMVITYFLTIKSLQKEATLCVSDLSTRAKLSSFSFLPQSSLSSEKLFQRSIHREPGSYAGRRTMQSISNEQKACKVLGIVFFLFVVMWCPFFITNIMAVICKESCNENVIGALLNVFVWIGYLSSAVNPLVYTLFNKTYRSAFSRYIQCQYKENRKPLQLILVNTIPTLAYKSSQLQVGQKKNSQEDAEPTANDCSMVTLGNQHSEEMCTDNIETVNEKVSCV
ABCB6 inh 2 = ABCB6 transporter inhibitors, primary screen, K562-ABCB6 cells, flow cytometry, MLPCN library | AID 602162, 2011 | K562-ABCB6 porphyrin accumulation, 1 h; active compounds read low | fluorescence ratio to DMSO, % at 10 µM | 0.19% of 360,000 active | ATP-binding cassette sub-family B member 6 (Homo sapiens), Q9NP58;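 active means fluorescence ratio to DMSO below 75%, the collection mean minus 3 SD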;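 further: signal is porphyrin accumulated inside mitochondria; 100% equals median channel fluorescence of DMSO control wells; lower ratio means ABCB6 inhibition with less porphyrin fluorescence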
MC4R barr agon = MC4R agonists recruiting beta-arrestin, primary screen, cell-based, luminescence, agonist arm of biased-ligand search. Melanocortin receptor 4 (Homo sapiens), P32245. U2OS MC4R beta-arrestin complementation; percent of melanotan II response, DMSO zero. activation, % at 8.9 µM. 0.98% of 360,000 active;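 active means activation above a per-plate cutoff, the mean activation of sample wells on that plate plus 3 SD, cut at about 8% in these data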
Glyco luc inh = increase of ERlucT glycosylation luciferase signal, primary screen, N-linked glycosylation inhibitor project, D54 ERlucT cells, luminescence, set 2. D54 ERlucT glycosylation luciferase reporter, 24 h; percent of 100 nM tunicamycin response. reporter increase, % at 12.5 µM. 0.23% of 360,000 active. AID 588692, 2011;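 active means mean luciferase reporter signal, scaled so untreated is 0 and the glycosylation-blocking control 100, at or above a set limit in every replicate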;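 further: luciferase carries N-glycosylation sites so blocking glycosylation raises the light; 0% = median of neutral control wells and 100% = median of 100 nM tunicamycin wells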
ABHD5 PLIN5 PPI = ABHD5-PLIN5 interaction inhibitors, primary screen, cell lysate, split luciferase complementation, luminescence; Perilipin-5 (Homo sapiens) + 1-acylglycerol-3-phosphate O-acyltransferase ABHD5 (Homo …; inhibition, % at 4 µM; 0.78% of 360,000 active; Split G. princeps luciferase complementation, 4 h; AID 602281, 2012;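 active means inhibition above the mean inhibition across every tested compound plus 3 SD, cut at about 22% in these data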;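 further: 0% = DMSO only wells and the 100% control is not disclosed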
PDI inh = inhibitors of human PDI, primary screen, biochemical, turbidity, single point, plate reader. PDI insulin aggregation turbidity, A650, 90 min. 0.052% of 350,000 active. Protein disulfide-isomerase (Homo sapiens), P07237. inhibition, % at 10 µM;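 active means mean inhibition across replicates of 30% or more, whatever share of single replicates reach that level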;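 further: absorbance from insulin aggregation driven by PDI reduction with DTT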
H9c2 protect = cardioprotection against H2O2-induced cell death, primary screen, uHTS, H9c2 cells, ATPLite luminescence; H9c2 cardiomyocytes, H2O2 injury protection, 2 h; protection from H2O2 cell death, % at 20 µM; 0.63% of 360,000 active; AID 588492, 2011;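 active means compounds giving at least 50% protection of heart cells from peroxide-induced death in the single-dose screen, raw or plate-pattern-corrected value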;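 further: 0% = DMSO wells with peroxide and 100% = DMSO wells without peroxide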
* hit, by the source's call; . = not tested or not shown.

Values in the order: MC4R antagonist	MC4R barr agon	PDI inh	CaV13 ICDI inh	ABHD5 PLIN5 PPI	Glyco luc inh	m5-HT2A agonist	Granule exo inh	H9c2 protect	ABCB6 inh 2
O=C(Nc1nnc(-c2ccc(F)cc2)o1)c1ccc(S(=O)(=O)N2CCOCC2)cc1
→ -2	-4.1	4	.	3	8	-2	1	28	93
Cc1ccc(SC(c2ccc(C)cc2)C(Cn2cncn2)C(=O)c2ccccc2)cc1 (stereo unspecified)
→ 10	2.0	13	-4	-1	-6	2	-2	-7	105
Cc1noc(C)c1NC(=O)Nc1ccc2c(c1)C(=O)N([C@H](C)CO)C[C@H](C)[C@@H](CN(C)S(=O)(=O)c1cccs1)O2
→ -6	0.3	3	-4	0	3	3	0	1	92
O=C(CSc1nnc(COc2cccc3cccnc23)o1)N1CCN(C(=O)c2ccco2)CC1
→ -8	-0.9	-2	-4	-1	-1	1	-8	2	101
O=C(NCC(c1cccs1)N1CCOCC1)c1ccc(Cl)c(S(=O)(=O)N2CCOCC2)c1 (stereo unspecified)
→ 4	1.7	4	-16	5	1	7	-1	2	98
C=CCOC(=O)C1=C[C@H](c2coc3ccccc3c2=O)C[C@H](OCCCCO)O1
→ 5	-0.8	14	-6	5	-1	-4	7	15	100
CCCc1cc(=O)oc2cc(OCC(=O)Nc3ccc(S(N)(=O)=O)cc3)ccc12
→ 0	0.2	4	-2	6	-1	13	-2	4	100
COCCNC(=O)c1cn(C)c(=O)c2cc(OC)c(OC)cc12
→ 0	-2.5	-1	-5	5	0	5	18	2	99
COc1ccc(OC)c(NC(=O)CN2CCN(C(=O)c3ccco3)CC2)c1
→ 19	-1.3	3	-3	3	-2	2	0	6	97
Cc1ccn2nc(C(=O)OCC(=O)N(CC(C)C)C3CCS(=O)(=O)C3)nc2n1 (stereo unspecified)
→ 3	-3.1	-1	-18	-3	0	6	-1	1	89
C=C(C)Cn1c2ccc(NC(=O)NCc3ccccc3)cc2c(=O)n1C
→ -1	-1.8	8	-5	3	0	-1	-10	2	97
Cc1ccc(/C=C/C(=O)OCC(=O)Nc2cccnc2Cl)o1
→ -8	-1.4	-20	-6	0	2	-6	0	-8	97
CC(C)c1ccc(OCC(O)CNC(C)c2ccccc2)cc1 (stereo unspecified)
→ 4	5.2	-3	-20	-11	-1	-4	43	-18	98
CCCN(CC(=O)Nc1ccccc1C)C(=O)c1ccc(C2SCCS2)cc1
→ -2	-2.8	-4	-5	-6	-1	5	14	-10	94
O=C(CSc1nnc(CNC(=O)c2cccs2)o1)NC1CCCCC1
→ 3	1.0	-8	-4	-2	0	4	0	-6	152
C#CCOCCOCCOCCNc1nc(N2CCOCC2)nc(N2CCN(C(=O)[C@H](Cc3ccc(O)cc3)n3cc([C@@H](N)CC(C)C)nn3)CC2)n1
→ -1	-1.3	22	-10	7	2	-4	1	-5	98
Cc1ccc(-c2cc(C(=O)Nc3ccc(S(=O)(=O)Nc4ncccn4)cc3)[nH]n2)c(O)c1C
→ 19	-1.5	-2	4	7	2	-4	2	-3	104
CCSC(C)CC1C/C(=N/O)c2c(C)noc2C1 (stereo unspecified)
→ 5	-0.7	-1	.	-1	0	-2	-2	-3	101
COc1cc2ccccc2cc1-c1nnc(COc2ccccc2)o1
→ 0	3.5	.	-1	-9	1	3	4	-3	99
COc1ccc(C(=O)NCc2cccnc2)cc1OC
→ 11	0.3	-7	-5	-6	2	2	4	2	97
O=C(OCc1ccccc1)N1CCC2CC1c1cc(Cl)ccc12 (stereo unspecified)
→ 10	1.3	-3	-7	5	1	-6	2	-6	93
CC(C)(C)c1ccc(C(=O)Nc2ccc(O)c3c(=O)cc(-c4ccccc4Cl)oc23)cc1
→ 6	-0.2	-6	-4	9	-8	-1	11	11	89
COC(=O)c1sc(NC(=O)C2CCCCC2C(=O)O)c(C(=O)OC)c1C (stereo unspecified)
→ 12	-2.7	9	-6	-1	0	3	-1	25	101
Cc1onc(C(=O)N2CCC(C(N)=O)CC2)c1-c1ccccc1Cl
→ 5	-1.0	2	-3	-6	1	3	-2	-5	97
COCC(C)NCc1ccc(C)cc1C (stereo unspecified)
→ 6	-1.6	-1	-9	-4	0	-2	-5	0	92
COc1ccc(N(CC(=O)NCc2ccc(F)cc2)S(=O)(=O)c2c(C)n[nH]c2C)cc1
→ 3	0.3	-4	-3	6	-7	-5	7	4	98
Fc1ccc(-c2nc3c(Cl)cc(C(F)(F)F)cn3c2Cc2ccsc2)cc1
→ .	.	.	-6	-2	.	-7	-3	.	97
CSc1nc2ccc(NC(=O)c3ccccn3)cc2s1
→ 11	-0.7	-6	-2	10	-17	-2	3	-21	98
Cc1ccc(-c2nnc(SCC(=O)Nc3cccnc3Cl)n2N)cc1
→ 0	-3.2	5	-5	-4	2	4	8	3	100
COc1ccccc1CCNC(=O)C(=O)NCC1OCCCN1S(=O)(=O)c1cc(C)ccc1C (stereo unspecified)
→ 8	-0.6	-2	-6	-1	-3	-2	1	1	92
CCOc1ccc2nc(N/C(N)=N/S(=O)(=O)c3ccc(C)cc3)nc(C)c2c1
→ -2	0.3	-2	-6	7	-1	1	-2	-2	93
CC(NC(=O)c1cccnc1)C(=O)N1CCCCC1 (stereo unspecified)
→ 2	-0.3	-7	-3	2	1	-1	0	1	91
CCCCN1C(=O)c2ccc(C(=O)Nc3cccnc3)cc2C1=O
→ -2	1.9	2	-8	-1	3	-3	1	9	98
Cc1cc(NC(=O)NC(=O)c2ccccc2NC(=O)CN)ccc1Oc1ncc(Br)cn1
→ -15	-1.9	-3	-14	5	20	1	4	-1	95
CC(C)c1ccc(S(=O)(=O)N2CCN(C(C)C(=O)N3CCCC3)CC2)cc1 (stereo unspecified)
→ 8	-1.2	-1	-6	-2	2	2	10	0	98
O=C(c1cccc2ccccc12)C1CCCN(C(=O)CCN2CCCO2)C1 (stereo unspecified)
→ 3	-2.2	5	-4	-3	0	1	2	-3	99
COC(=O)N/N=C/c1cc(N=Nc2ccccc2Cl)ccc1O
→ 7	-2.9	3	-4	-8	4	-6	0	17	92
CN(C)CCCn1c(SCC(=O)Nc2nccs2)nnc1-c1ccncc1
→ 10	-0.8	5	-3	8	5	-1	-13	0	101
CC(=O)c1c(NCCc2ccccc2)nc(=S)n(-c2ccccc2)c1C
→ 1	-2.9	1	-5	4	3	-1	0	-18	91
COc1cc(/C=C/C(=O)OCC(=O)NCCN2C(=O)CSC2=O)ccc1OCC#N
→ 6	-2.2	4	-17	-1	0	0	-4	5	99
O=C(O)c1cccnc1SC1CC(=O)N(c2cccc(C(F)(F)F)c2)C1=O (stereo unspecified)
→ 9	-0.6	10	-6	1	2	6	-1	4	98
CC(C)Cn1c(CN2CCN(C(=O)c3ccco3)CC2)nc2c1c(=O)n(C)c(=O)n2C
→ 2	-1.4	1	4	-3	3	0	-3	6	88
CN(CCCNC(=O)c1cc2c(=O)[nH]c3ccccc3c2n1C)Cc1ccccc1
→ 5	-3.7	-1	2	4	-2	1	1	8	99
CCOc1ccc(Cc2c(Cl)nc(SC)nc2N(C)C)cc1
→ 1	-1.5	1	.	-6	7	-5	-5	-6	92
CCOC(=O)c1cc(OC(=O)c2ccccc2OC)n(-c2ccccc2)n1
→ 7	-1.6	1	-6	1	3	4	-2	7	99
Cc1ccc(-c2nn(-c3ccccc3)cc2C2CC(c3cccs3)=NN2C(=O)CCCC(=O)O)cc1 (stereo unspecified)
→ -8	-1.5	-2	-6	-7	1	2	-3	7	103
O=C(c1cccc(F)c1)N1CCN(Cc2cccc(Br)c2)CC1
→ 17	0.2	-2	-21	6	-5	-1	4	-1	101
CCN1C[C@@H]2[C@@H]3C(=O)N(Cc4ccccc4)C(=O)[C@@H]3[C@](C)(C1=O)N2C(=O)c1ccc(C(F)(F)F)cc1
→ 6	0.3	8	-5	-5	0	0	9	0	99
O=C(NC1CC2CCC1C2)C1COc2ccccc2O1 (stereo unspecified)
→ 2	-0.3	0	-4	-7	0	0	-3	4	93
C#CCOCCOCCOCCNc1nc(N2CCN(C(=O)[C@H]([C@@H](C)CC)n3cc([C@@H](N)Cc4ccc(O)cc4)nn3)CC2)nc(N2CCN(C(=O)[C@H]([C@@H](C)CC)n3cc([C@@H](N)CC(C)C)nn3)CC2)n1
→ 10	1.8	2	-11	15	1	-3	-2	0	93

Remaining list, next part:
Values in the order: MC4R antagonist	MC4R barr agon	PDI inh	CaV13 ICDI inh	ABHD5 PLIN5 PPI	Glyco luc inh	m5-HT2A agonist	Granule exo inh	H9c2 protect	ABCB6 inh 2
Cc1c(NC(=O)CSc2nnc(C(C)N(C)C)n2-c2ccccc2)c(=O)n(-c2ccccc2)n1C (stereo unspecified)
→ 2	0.5	1	-7	2	0	4	1	1	97
CCCCN(C)C(=O)C(Cc1ccccc1)NS(=O)(=O)c1ccc2c(c1)c(=O)n(C)c(=O)n2C (stereo unspecified)
→ 4	-1.1	-9	-5	-12	-2	1	12	14	85
COc1cccc(C(C)(O)c2nc(-c3cc4ccccc4o3)cs2)c1 (stereo unspecified)
→ 2	0.5	-24	-6	-9	-1	3	3	-25	93
CCOC(=O)c1cnc(Nc2ccccc2)nc1C(F)(F)F
→ 4	1.8	-1	3	-16	2	-1	-10	-3	99
COCCNC(=O)c1cc(-c2ccccc2OC)on1
→ -7	-0.1	.	-5	10	16	-1	18	-2	100
Cc1ccc(S(=O)(=O)N2CCN(C(=O)CCC(=O)NCc3cccc(C(F)(F)F)c3)CC2)cc1
→ 12	-1.7	-8	-2	-12	-1	-3	-14	-14	94
Cc1c(C(=O)N2CCc3ccccc3C2)oc2ccc(S(=O)(=O)N3CCCCCC3)cc12
→ 24	0.1	13	-3	-9	-4	-4	0	-6	93
Cn1c(=O)c2c(ncn2CC(O)CNc2ccc(Br)cc2)n(C)c1=O (stereo unspecified)
→ 16	-1.3	2	.	-4	2	-6	0	-4	94
CCc1nnc(NS(=O)(=O)c2ccc(NC(=S)NC(=O)/C=C/c3ccc([N+](=O)[O-])cc3)cc2)s1
→ 11	-1.3	3	-6	1	1	2	0	0	100

Random draw from the library; any-hit rate near 4.2%.
